CHRM5 PAM: CHRM5 positive allosteric modulation | activation, % at 3 µM | 360,000 compounds, 0.3% hits | CHO-K1 hM5, Fluo-8 calcium, ACh EC20 PAM; 0% = ACh EC20, 100% = ACh EC100 | P08912;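 active means activation above the run cutoff, the mean activation of all test compounds plus 3 SD, cut at about 18% in these data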
Target sequence (P08912 whole entry, looked up): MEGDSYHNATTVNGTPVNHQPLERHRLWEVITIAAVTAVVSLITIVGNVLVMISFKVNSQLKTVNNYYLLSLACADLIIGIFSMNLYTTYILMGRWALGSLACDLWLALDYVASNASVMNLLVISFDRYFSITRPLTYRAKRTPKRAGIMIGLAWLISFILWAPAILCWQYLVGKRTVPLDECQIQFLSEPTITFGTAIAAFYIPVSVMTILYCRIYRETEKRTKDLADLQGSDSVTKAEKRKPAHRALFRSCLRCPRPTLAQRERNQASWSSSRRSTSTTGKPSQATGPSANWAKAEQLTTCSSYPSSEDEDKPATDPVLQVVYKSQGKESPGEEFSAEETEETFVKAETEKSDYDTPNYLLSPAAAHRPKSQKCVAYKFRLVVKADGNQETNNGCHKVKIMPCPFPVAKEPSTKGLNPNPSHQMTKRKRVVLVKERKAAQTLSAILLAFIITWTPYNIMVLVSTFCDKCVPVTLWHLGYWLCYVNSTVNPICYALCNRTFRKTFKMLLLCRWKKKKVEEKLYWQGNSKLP
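system = human M5 receptor in CHO-K1 cells | compound = one concentration, 3 µM final (nominal) | schedule = Post-acetylcholine fluorescence recording 140 s | signal = Fluo-8 calcium dye fluorescence, kinetic read | benchmarks = low control EC20 acetylcholine (0%), high control EC100 acetylcholine (100%) | repeats = singlicate, one well per test compound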
TAAR1 ag: human TAAR1 agonism; Q96RJ0; CHO RD-HGA16 TAAR1, Fluo-8 calcium fluorescence; vehicle wells 0%, saturating PEA agonist 100%; activation, % at 3 µM; 360,000 compounds, 0.99% hits;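 active means activation above the mean activation of all test compounds in the run plus 3 SD, cut at about 38% in these data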
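System: CHO-derived RD-HGA16 cells with stable Gα16 and human TAAR1 / Times: 17-24 h plating, Fluo-8 75 min 37 °C, 30 min RT / Technique: calcium-sensitive Fluo-8 signal, excitation 470-495, emission 515-575 nm / Measure: % activation relative to PEA EC100 response / Benchmarks: DMSO and PEA EC100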
M4 antag: blocks acetylcholine activation of human M4 receptor; CHO-hM4 cells, ACh EC80, Fluo-8 calcium fluorescence; 360,000 compounds, 0.73% hits; AID 624125; inhibition, % at 3 µM; P08173;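 active means inhibition above its plate's cutoff, the mean inhibition of sample wells plus 3 SD, cut at about 27% in these data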;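 further: 0% = acetylcholine EC80 with DMSO and 100% = DMSO without agonist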
M4 ag: CHRM4 agonism in calcium assay | 360,000 compounds, 0.14% hits | P08173 | activation, % at 3 µM | CHO-K1 hM4/Gqi5, Fluo-8 calcium fluorescence; vehicle 0%, full acetylcholine response 100%;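 active means activation above the run mean over all test wells plus 3 SD, cut at about 32% in these data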;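 further: peak over basal fluorescence ratio per well then scaled between controls; 0% = DMSO wells and 100% = acetylcholine at EC100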
M5 ag: agonists of human muscarinic M5 receptor (CHRM5); P08912; CHO-K1 hM5 cells, Fluo-8 calcium fluorescence; 0% DMSO wells, 100% maximal acetylcholine response; 360,000 compounds, 0.19% hits; AID 624037; activation, % at 3 µM;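 active means activation above the run's mean over test compounds plus 3 SD, cut at about 23% in these data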;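 further: signal is peak over basal fluorescence ratio across the kinetic read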
CHRM1 PAM: positive allosteric modulators of human M1 muscarinic receptor. activation, % at 3 µM. P11229. CHO-K1 hM1, Fluo-8 calcium fluorescence, ACh EC20; 0% = ACh EC20, 100% = maximal ACh. 360,000 compounds, 0.088% hits; in the data active means activation above about 19%, passing the limit was not always enough
Target sequence (P11229 whole entry, looked up): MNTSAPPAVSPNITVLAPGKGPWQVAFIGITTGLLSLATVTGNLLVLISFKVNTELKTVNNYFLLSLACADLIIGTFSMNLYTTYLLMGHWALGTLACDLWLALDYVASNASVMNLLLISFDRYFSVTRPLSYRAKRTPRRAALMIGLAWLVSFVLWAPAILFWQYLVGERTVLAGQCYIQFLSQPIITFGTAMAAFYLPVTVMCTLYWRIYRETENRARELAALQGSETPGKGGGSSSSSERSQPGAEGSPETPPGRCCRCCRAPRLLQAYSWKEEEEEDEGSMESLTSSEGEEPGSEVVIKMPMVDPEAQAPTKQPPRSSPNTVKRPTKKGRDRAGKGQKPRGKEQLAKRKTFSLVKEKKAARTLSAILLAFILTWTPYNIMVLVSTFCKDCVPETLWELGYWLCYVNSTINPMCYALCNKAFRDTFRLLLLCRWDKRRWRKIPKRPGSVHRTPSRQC
M5 antag: blocks acetylcholine activation of human M5 receptor; inhibition, % at 3 µM; P08912; 360,000 compounds, 0.59% hits; CHO-hM5 cells, Fluo-8 calcium fluorescence, ACh EC80;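 active means inhibition above a per-plate cutoff, the mean of that plate's test compounds plus 3 SD, cut at about 27% in these data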;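 further: 0% = acetylcholine EC80 with DMSO and 100% = DMSO without agonist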
CHRM1 antagonist: human CHRM1 antagonism; P11229; CHO-K1 hM1, Fluo-8 calcium fluorescence, ACh EC80 antagonist; inhibition, % at 3 µM; 360,000 compounds, 1.3% hits; AID 588852;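 active means percent inhibition above its own plate's cutoff, namely the mean of that plate's compound wells plus 3 SD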;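 further: peak over basal fluorescence ratio during 140 s after agonist addition; 0% = ACh EC80 plus DMSO and 100% = DMSO alone without agonist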
M1 ag: activates human CHRM1 receptor. P11229. CHO-K1 hM1, Fluo-8 calcium fluorescence, agonist mode; 0% DMSO, 100% acetylcholine EC100. activation, % at 3 µM. 360,000 compounds, 0.33% hits;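 active means activation above the run's mean compound activation plus 3 SD, cut at about 16% in these data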;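 further: peak over basal fluorescence ratio within a 140 s kinetic read after compound addition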
* = called active by the depositor; x = no result given. Only part of the results is shown (hit frequency here may not be typical).

M1 ag	M4 antag	CHRM1 PAM	TAAR1 ag	M5 ag	CHRM5 PAM	CHRM1 antagonist	M4 ag	M5 antag	Structure
-10	-12	-10	0	-7	-4	-7	0	1	COc1ccc([N+](=O)[O-])cc1NC(=O)C(C)Sc1ccc(C)cc1 (stereo unspecified)
-5	0	16	8	3	10	-8	1	4	C#CCOCCOCCOCCNc1nc(N2CCN(C(=O)Cn3cc(CCO)nn3)CC2)nc(N2CCN(C(=O)Cn3cc(CCCCN)nn3)CC2)n1
-2	-1	7	1	-2	4	-1	0	-3	CC/S(C)=N/S(=O)(=O)c1ccc(C)cc1 (stereo unspecified)
-3	-8	9	4	-1	-1	-4	1	2	CCNC(=S)N1CCN(c2ncccn2)CC1
-1	6	4	2	-4	1	-7	2	10	CSc1nc(C)cc(NC(N)=O)n1
-5	-1	6	4	2	10	-12	1	-11	CC(=O)CSc1cc(-c2ccccc2)nc2ncnn12
-5	-12	10	-2	-5	3	-1	1	11	N#CCCN(C(=O)CN1CCN(S(=O)(=O)c2ccc3c(c2)OCCO3)CC1)c1ccc(F)cc1
-3	5	-6	19	4	-10	14	16	7	O=C(CC1C(=O)N(c2ccccc2)C(=O)N1Cc1ccco1)Nc1ccccc1 (stereo unspecified)
0	-1	11	1	5	10	-19	4	-6	COc1cc(OC)cc(-c2c(-c3cccs3)c3cc(-c4cc(OC)c(OC)c(OC)c4)ccc3n2C)c1
-5	4	0	34	-8	-3	-1	2	3	Cc1ccc(-c2cnc(NCc3cc4c(cc3[N+](=O)[O-])OCO4)n2C)cc1C
-8	3	-2	5	-8	3	5	-1	1	Cc1ccc2nc(C3CCCN(C(=O)NCc4ccccc4)C3)[nH]c2c1 (stereo unspecified)
-4	5	-1	12	4	-10	4	3	5	CN(C(=O)COC(=O)c1ccc(Cl)c(S(=O)(=O)N2CCCCCC2)c1)C1CCS(=O)(=O)C1 (stereo unspecified)
-2	-7	-4	4	0	-6	-4	6	10	CCOC(=O)c1sc2ncc([N+](=O)[O-])cc2c1N
-6	-4	12	8	2	2	-11	1	-4	O=C(N/N=C/c1ccc2c(c1)OCO2)c1cccs1
-4	17	-7	0	-7	-1	14	1	3	CC(C)/C=C/CN1CCC(Oc2ccc(C(=O)N3CCCC3)cc2)CC1
-10	-13	-7	11	-2	-15	9	4	6	CCNc1ccc(C(=O)OCC)cc1NC(=O)c1cccc(S(=O)(=O)N(C)c2ccccc2)c1
-3	-10	1	8	-3	0	-2	-1	-1	CN(CCO)C1=NS(=O)(=O)c2cc([N+](=O)[O-])ccc21
-1	-6	10	1	-4	5	-10	0	-2	Cc1ccc(S(=O)(=O)N2CCOCC2)cc1C(=O)OC1CCOC1=O (stereo unspecified)
-4	-15	3	0	-1	0	-12	2	4	CC(C)C#Cc1ccc2c(c1)O[C@@H](CN(C)C(=O)c1cnccn1)[C@@H](C)CN([C@@H](C)CO)S2(=O)=O
-2	-10	2	2	5	-2	-4	0	3	S=C(c1ccc(-c2cccc(Cl)c2)o1)N1CCCCC1
-3	0	0	3	-15	-3	-7	11	2	O=C(NCc1ccccc1Cl)c1ccc(CSc2nc3ccncc3[nH]2)cc1
-1	9	8	3	3	-6	-5	5	5	O=c1cc(CNc2ccc(Br)cc2)nc2sccn12
-5	-8	10	0	-6	-3	-3	0	8	CCn1cc(Cl)c(C(=O)Nc2cccc(C(F)(F)F)c2)n1
-4	6	-2	2	1	-1	0	0	3	O=C(NCc1ccc(F)cc1)c1cnn2ccccc12
-5	-1	5	15	-2	-2	0	3	9	COc1ccc(CCNC(=O)C23CN(Cc4ccccc4)CC2C(c2ccc([N+](=O)[O-])cc2)=NO3)cc1 (stereo unspecified)
-2	1	4	0	5	6	-15	1	2	O=C(CN1CCN(S(=O)(=O)c2ccccc2)CC1)NC(=O)NCc1ccco1
-4	1	6	-3	-3	-6	-5	-2	-1	CC(NC(=O)COC(=O)c1ccccc1Nc1ccccc1)c1ccccc1 (stereo unspecified)
1	7	5	-3	-1	0	-7	1	1	Cn1cccc1/C=C1\SC(=S)N(NC(=O)c2ccccc2Cl)C1=O
-7	-13	11	0	1	1	-10	2	-5	CCC(C(=O)NCc1ccco1)N(C(=O)CNS(=O)(=O)c1ccccc1)c1ccccc1C (stereo unspecified)
-3	6	-1	0	-2	-7	-2	-1	16	O=S(=O)(c1cccc(Br)c1)N1CCN(c2ncnc3scc(-c4ccccc4)c23)CC1

Additional results:
M1 ag	M4 antag	CHRM1 PAM	TAAR1 ag	M5 ag	CHRM5 PAM	CHRM1 antagonist	M4 ag	M5 antag	Structure
10	-3	18	-3	1	1	0	-1	13	CC(C)Cn1c(SC(C)C(=O)NC2CC2)nnc1-c1ccccc1F (stereo unspecified)
-7	3	-1	14	-4	0	1	3	-2	O=C(N/N=C\c1ccco1)Nc1cccc(Cl)c1
-15	-6	-9	3	-11	7	4	0	-5	CCN(CC)CCNC(=O)c1ccc(NC(=O)Cc2ccccc2F)cc1
-1	8	3	-1	4	1	-9	2	4	COc1ccc(-c2cc(C(=O)NN)[nH]n2)cc1OC
-3	-15	2	0	1	-3	-13	2	2	CNCC(=O)Nc1c(C)n[nH]c1C
-5	-2	-10	1	-12	-29	14	7	16	CCOC(=O)C1(CCc2ccccc2)CCN(Cc2cccc3nccnc23)CC1
-6	-3	12	5	-8	0	-4	1	0	COC(=O)c1ccc(Cn2nc(C)cc2C)cc1
-1	9	1	1	0	-5	-11	0	6	COC(=O)C(=O)Nc1nnc(COc2ccccc2)s1
-2	2	-2	9	-3	1	6	0	-4	O=c1c2c(nc3cc(-c4ccc(F)cc4)[nH]n13)CCCC2
-2	-1	6	6	-1	-4	4	2	-6	COc1ccc(C(=O)NC(=S)N2CCCc3ccccc32)cc1OC
-4	-10	8	-1	1	-1	-13	2	6	COc1cccc(NC(=O)C/C(C)=N/NC(=O)c2ccccc2Cl)c1
-4	-6	12	8	7	8	-15	0	-2	CCN1C(=O)C(=O)c2cc(C)ccc21
-4	1	-6	10	-5	-8	-6	1	6	CSc1cccc(NC(=O)CSc2ccc(C)cc2)c1
-15	2	-14	15	0	-1	-11	3	-7	CCN1CCN(c2ccc(N=Cc3ccc(O)cc3O)cc2)CC1
-6	0	4	2	-7	0	-9	0	4	CCOC(=O)C1CCN(C(=O)CCc2nnc3ccc(N4CCC(C)CC4)nn23)CC1
-1	6	-6	3	-1	-5	7	0	18	Cc1ccc(C)c(N(C(=O)c2csnn2)C(C(=O)NC2CCCC2)c2ccncc2)c1 (stereo unspecified)
-5	-6	4	0	-2	-6	-5	1	1	COc1cc(CN2CCNC(=O)C2CC(=O)N(C)Cc2cccnc2)cc(OC)c1 (stereo unspecified)
-2	-22	3	5	0	-2	-9	2	-3	C[C@@H]1CN([C@@H](C)CO)C(=O)CCCn2nncc2CO[C@@H]1CN(C)S(=O)(=O)c1ccc(C#N)cc1
-3	-10	6	1	-1	0	-10	1	3	COc1ccc(S(=O)(=O)N2CCC(C(=O)N[C@@H](C)C(=O)NCc3ccco3)CC2)cc1
-3	3	-4	14	-4	-6	6	7	5	COc1cc(OC)cc(C(=O)Nc2ccc(-c3nc4ccccc4o3)cc2)c1
-5	1	-4	2	1	-5	10	3	5	Fc1ccc(NC(=S)NC2CCCCC2)c(F)c1F
-2	-10	17	3	-4	2	-16	0	-11	Cc1ccc(S(=O)(=O)N2CCC(C(=O)NCCCN3CCCC3=O)CC2)cc1C
-8	-15	1	1	-8	2	-11	1	-4	Cc1oc2c(CN3CCCC(C)C3)c(O)ccc2c(=O)c1-c1ccccc1 (stereo unspecified)
-4	-9	9	1	2	-2	-8	1	0	O=C(Nc1ccccc1)Oc1ccccc1N1CCOCC1
-9	-4	-19	4	-7	-2	22	0	-5	CCc1ccccc1NC(=S)N(CCCN1CCOCC1)Cc1cccs1
-5	-7	4	2	0	4	-4	1	8	O=c1n(-c2ccccc2)c(=O)n2n1CC(O)C2
x	-1	x	5	1	-18	x	25	28*	COC(=O)[C@]12CCCCC=C1N(CCc1ccc(OC)c(OC)c1)C(=O)[C@H](CC(=O)N1CCC(c3ccccc3)CC1)C2
-3	9	4	-1	-4	-2	-7	-2	7	Cc1ccc(S(=O)(=O)/N=C2/NC(=O)/C(=C/c3ccc(Br)o3)S2)cc1
-7	-13	-2	3	-1	-7	-5	4	7	O=C(CSc1nc2ccccc2o1)Nc1nc(-c2ccccc2)cs1
2	-9	9	4	9	24*	-10	0	-10	COC(=O)c1cn(NC(=O)c2cc(OC)c(OC)c(OC)c2)c(=O)c2ccccc12

Shown as a hit in CHRM5 PAM, among the entries above:
M1 ag	M4 antag	CHRM1 PAM	TAAR1 ag	M5 ag	CHRM5 PAM	CHRM1 antagonist	M4 ag	M5 antag	Structure
2	-9	9	4	9	24*	-10	0	-10	COC(=O)c1cn(NC(=O)c2cc(OC)c(OC)c(OC)c2)c(=O)c2ccccc12

Looked up above:
In M1 ag, `CCN(CC)CCNC(=O)c1ccc(NC(=O)Cc2ccccc2F)cc1` shows -15
In CHRM5 PAM, `O=C(N/N=C\c1ccco1)Nc1cccc(Cl)c1` shows 0
In M5 ag, `CCc1ccccc1NC(=S)N(CCCN1CCOCC1)Cc1cccs1` shows -7
In TAAR1 ag, `O=C(CSc1nc2ccccc2o1)Nc1nc(-c2ccccc2)cs1` shows 3

(listing goes on)
M1 ag	M4 antag	CHRM1 PAM	TAAR1 ag	M5 ag	CHRM5 PAM	CHRM1 antagonist	M4 ag	M5 antag	Structure
-7	6	2	1	-3	-10	-2	6	9	CCN(Cc1nc2ccccc2c(=O)[nH]1)C(=O)c1cccc(S(=O)(=O)N2CCc3ccccc32)c1
-5	1	-1	-1	-3	-8	-3	0	18	Cc1ccc(C)c(NC(=O)c2ccccc2Sc2ccc([N+](=O)[O-])cc2Cl)c1
-1	-6	4	2	-2	0	-5	1	7	CCOC(=O)CNC(=O)/C=C/c1ccc2c(c1)OCO2
-9	-10	11	3	-5	1	-18	1	0	Cc1cc(C)c(OCCCn2ccnc2)c(C)c1
-5	-6	7	0	0	-1	-12	0	3	CC1(C(=O)NS(=O)(=O)c2ccc(Cl)cc2)CCN1C(=O)CCC1CCCC1 (stereo unspecified)
-2	-5	10	-1	-2	1	4	-2	-4	CC12CCC(C(=O)Nc3cc(Cl)ccc3Cl)(C(Br)C1=O)C2(C)C (stereo unspecified)

Laid out differently: entries from further up
Molecule	M1 ag	M4 antag	CHRM1 PAM	TAAR1 ag	M5 ag	CHRM5 PAM	CHRM1 antagonist	M4 ag	M5 antag
CCOC(=O)CNC(=O)/C=C/c1ccc2c(c1)OCO2	-1	-6	4	2	-2	0	-5	1	7
Cc1cc(C)c(OCCCn2ccnc2)c(C)c1	-9	-10	11	3	-5	1	-18	1	0
CC1(C(=O)NS(=O)(=O)c2ccc(Cl)cc2)CCN1C(=O)CCC1CCCC1 (stereo unspecified)	-5	-6	7	0	0	-1	-12	0	3
CC12CCC(C(=O)Nc3cc(Cl)ccc3Cl)(C(Br)C1=O)C2(C)C (stereo unspecified)	-2	-5	10	-1	-2	1	4	-2	-4
